# Screens from PubChem.
# FXIa inh – inhibitors of human coagulation factor XIa. inhibition, % at 5 µM. P03951. 0.14% of 220,000 active. purified FXIa, Boc-Glu-Ala-Arg-AMC fluorogenic substrate;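 active means inhibition of at least 40%; inactive means inhibition below 40%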;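 further: fluorescence of freed AMC excited at 355 nm; 0% = enzyme without compound and 100% = no enzyme blank; many of its hits are not listed in these tables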
# FXIIa inh 1536 – inhibitors of human coagulation factor XIIa. P00748. purified FXIIa, Boc-QGR-AMC fluorogenic substrate, 2 h. inhibition, % at 5 µM. 0.3% of 220,000 active. AID 800; in the data active means inhibition above about 40%;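 further: 0% = enzyme with no compound and 100% = blank without enzyme; many of its hits are not listed in these tables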
# Rad51 HR inh – Rad51 (human) homologous recombination inhibition; Q06609; hRad51 DNA strand exchange, fluorescence dequenching; inhibition, % at 10 µM; 0.085% of 200,000 active; AID 1385;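 active means inhibition above 40% at the single screening dose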;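 further: 0% = DMSO control wells and 100% = blanks with heterologous ssDNA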
#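 material = hRad51 filaments on single-stranded DNA | reagent = Donor/quencher-labelled 47-bp dsDNA substrate | compound = 10 µM final, single point | schedule = strand-exchange reaction 15 min at room temperature | measured by = fluorescein emission 520 nm, excitation 485 nm | read-out basis = % inhibition versus plate control and blank means | benchmarks = plate controls and plate blanks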
# Thrombin inh – blocks human thrombin protease activity; alpha-thrombin, Boc-VPR-AMC fluorogenic substrate cleavage; 0.26% of 220,000 active; P00734; AID 1046; inhibition, % at 5 µM;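 active means inhibition at or above 40%; inactive means inhibition below 40%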;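 further: 0% = enzyme with no compound and 100% = wells without enzyme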
#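 Material: Human alpha-thrombin protein | Buffer or medium: pH 7.5 Tris-saline with Tween 20 | Reagent: Boc-VPR-AMC substrate, 15 µM final | Schedule: Reaction at ambient temperature | Detection: AMC fluorescence at 355 nm excitation and 460 nm emission | Evaluation: Percent inhibition scaled between no-compound controls and no-enzyme blanks | Controls: no-compound enzyme wells and no-enzyme blanks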
# PERK inh – blocks human PERK kinase; inhibition, % at 5.6 µM; AID 1416; CHO PERK-DD fusion, SEAP luminescence translation reporter; Q9NZJ5; 0.17% of 220,000 active;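 active means inhibition above the mean inhibition of all tested compounds plus 3 SD, set separately per screening campaign, cut at about 2.9% in these data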;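 further: PERK kinase domain activated by AP20187 dimerizer at 100 nM; 0% = DMSO with dimerizer and 100% = rapamycin at 8.4 µM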
# Calpain2 inh – inhibitors of pig calpain II | purified calpain II, fluorogenic peptide substrate, 30 min | inhibition, % at 16 µM | 0.37% of 220,000 active | AID 1236;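 active means inhibition above about 50%, limit read from the data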
# KLK5 inh – blocks human kallikrein 5 protease activity; Q9Y337; recombinant hK5, fluorogenic AMC substrate cleavage; inhibition, % at 5 µM; 0.59% of 210,000 active; AID 873;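 active means inhibition of 40% or more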;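 further: 0% = enzyme controls without compound and 100% = no-enzyme blanks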
# Target sequence (Q9Y337 67-293 limits assumed): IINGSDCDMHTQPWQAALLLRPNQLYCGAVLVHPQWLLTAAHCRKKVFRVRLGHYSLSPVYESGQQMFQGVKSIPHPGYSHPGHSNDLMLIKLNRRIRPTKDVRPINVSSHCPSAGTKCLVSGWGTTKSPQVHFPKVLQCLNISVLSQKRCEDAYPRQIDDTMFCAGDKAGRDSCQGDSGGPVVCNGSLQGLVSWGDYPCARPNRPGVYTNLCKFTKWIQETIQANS
# Furin inhibitor – blocks human furin protease activity; P09958; purified furin, fluorogenic substrate cleavage; inhibition, % at 30 µM; 0.061% of 220,000 active; in the data active means inhibition above about 25%; further: inactives centre near -15
# Target sequence (P09958 108-714 limits assumed): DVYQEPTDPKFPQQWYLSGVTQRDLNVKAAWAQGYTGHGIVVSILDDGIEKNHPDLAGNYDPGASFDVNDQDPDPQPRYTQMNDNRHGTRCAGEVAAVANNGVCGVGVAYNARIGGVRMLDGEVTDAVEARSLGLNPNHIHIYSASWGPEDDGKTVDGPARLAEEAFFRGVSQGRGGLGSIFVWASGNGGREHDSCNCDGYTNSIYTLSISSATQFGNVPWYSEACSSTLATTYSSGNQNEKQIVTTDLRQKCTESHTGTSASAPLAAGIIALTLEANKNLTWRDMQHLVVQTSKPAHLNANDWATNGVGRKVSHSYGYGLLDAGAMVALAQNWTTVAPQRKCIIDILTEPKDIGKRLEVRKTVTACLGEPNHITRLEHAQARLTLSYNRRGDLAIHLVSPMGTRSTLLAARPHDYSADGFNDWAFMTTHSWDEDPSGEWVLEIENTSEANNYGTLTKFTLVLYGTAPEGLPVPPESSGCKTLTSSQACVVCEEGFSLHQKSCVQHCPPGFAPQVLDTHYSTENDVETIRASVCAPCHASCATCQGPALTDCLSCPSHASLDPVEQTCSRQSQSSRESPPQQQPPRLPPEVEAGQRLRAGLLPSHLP
# Cl transport mod – modulates chloride dependent transport by human KCC2 | Q9H2X9 | KCC2 cells, thallium flux FluoZin-2 fluorescence | B-score of Tl+ flux slope (higher = more flux/activation; lower = inhibition) at 10 µM | 2.2% of 190,000 active;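 active means thallium flux slope and its plate-corrected score both differing from the plate sample mean at a set confidence after two filtering rounds, in either direction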;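 further: slope of fluorescence scaled to starting intensity during 10 to 20 s after thallium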
# An asterisk follows results filed as active; i = inactive; / = no result given; [ ] = remark or other dose.
# Each structure is followed by: FXIa inh	FXIIa inh 1536	Rad51 HR inh	Thrombin inh	PERK inh	Calpain2 inh	KLK5 inh	Furin inhibitor	Cl transport mod
> O=C(Nc1ccc(NC(=O)C2CC2)nc1)c1ccncc1
    4	10	0	0	1.1	-4	3	-16	/
> Cc1oc2ccc(OCc3ccc(F)cc3Cl)cc2c1C(=O)O
    2	4	/	-7	0.7	-4	2	-29	0.87
> CCC(=O)Nc1ccc2c(c1)ncn2-c1ccccc1C
    -4	-1	-1	-1	-0.4	27	-3	-5	/
> COc1ccc(OC)c(CN2CCN(C(=O)c3cccs3)CC2)c1
    1	8	-2	-1	-0.5	-23	5	-22	-0.75
> O=C(CSc1cccc[n+]1[O-])NCC1CCCCC1
    25	24	-12	13	-1.0	11	33	-4	0.27
> CCCn1cc(C(=O)OCC)c(=O)c2cc(F)c(F)cc21
    65*	31	/	4	0.0	11	23	-5	0.81
> FC(F)(F)c1cccc(NC(=S)NC(c2ccccc2)c2ccccc2)c1
    5	4	2	2	0.0	5	-2	-7	0.099
> CNc1nc(-c2ccccc2)[n+](-c2ccc(C)cc2)s1
    -2	-1	4	-13	0.3	-4	6	-2	-0.37
> CCN1CCN(C(c2ccccn2)c2c(NC(=O)c3ccccc3)sc(C)c2C)CC1 (centres undefined)
    -1	4	10	-6	-1.1	-14	-3	21[20 µM]	2
> CCOc1ccc(N(CC(=O)NC2CCCC2)S(=O)(=O)c2c(C)[nH]c(=O)[nH]c2=O)cc1
    0	13	-1	-2	0.1	-42	-8	-16	0.64
> O=C(NC(NC(=S)Nc1ccccc1C(=O)O)C(Cl)(Cl)Cl)c1ccco1 (centres undefined)
    36	27	/	-5	0.3	-27	-13	-9	1.1
> CC(=O)NC(NC(=S)Nc1ccc(S(N)(=O)=O)cc1)C(Cl)(Cl)Cl (centres undefined)
    0	9	/	-6	1.7	-19	-2	-19	0.006
> CC(C)C(=O)Nc1nnc(SCC(=O)N2c3ccccc3CC2C)s1 (centres undefined)
    -2	8	-3	-2	-0.5	-1	-2	-21[20 µM]	4.6
> CC1CCN(C(=O)C2Cc3ccccc3CN2S(=O)(=O)c2ccc(F)cc2)CC1 (centres undefined)
    -11	7	-9	5	0.1	23	-16	-14	-0.41
> CN(C)c1ccnc(Oc2ccccc2)c1C#N
    -6	1	-1	10	0.4	41	-8	-8	0.014

# Rewritten bar-delimited: 13 of the compounds above.
Compound | FXIa inh | FXIIa inh 1536 | Rad51 HR inh | Thrombin inh | PERK inh | Calpain2 inh | KLK5 inh | Furin inhibitor | Cl transport mod
CCC(=O)Nc1ccc2c(c1)ncn2-c1ccccc1C | -4 | -1 | -1 | -1 | -0.4 | 27 | -3 | -5 | /
COc1ccc(OC)c(CN2CCN(C(=O)c3cccs3)CC2)c1 | 1 | 8 | -2 | -1 | -0.5 | -23 | 5 | -22 | -0.75
O=C(CSc1cccc[n+]1[O-])NCC1CCCCC1 | 25 | 24 | -12 | 13 | -1.0 | 11 | 33 | -4 | 0.27
CCCn1cc(C(=O)OCC)c(=O)c2cc(F)c(F)cc21 | 65* | 31 | / | 4 | 0.0 | 11 | 23 | -5 | 0.81
FC(F)(F)c1cccc(NC(=S)NC(c2ccccc2)c2ccccc2)c1 | 5 | 4 | 2 | 2 | 0.0 | 5 | -2 | -7 | 0.099
CNc1nc(-c2ccccc2)[n+](-c2ccc(C)cc2)s1 | -2 | -1 | 4 | -13 | 0.3 | -4 | 6 | -2 | -0.37
CCN1CCN(C(c2ccccn2)c2c(NC(=O)c3ccccc3)sc(C)c2C)CC1 (centres undefined) | -1 | 4 | 10 | -6 | -1.1 | -14 | -3 | 21[20 µM] | 2
CCOc1ccc(N(CC(=O)NC2CCCC2)S(=O)(=O)c2c(C)[nH]c(=O)[nH]c2=O)cc1 | 0 | 13 | -1 | -2 | 0.1 | -42 | -8 | -16 | 0.64
O=C(NC(NC(=S)Nc1ccccc1C(=O)O)C(Cl)(Cl)Cl)c1ccco1 (centres undefined) | 36 | 27 | / | -5 | 0.3 | -27 | -13 | -9 | 1.1
CC(=O)NC(NC(=S)Nc1ccc(S(N)(=O)=O)cc1)C(Cl)(Cl)Cl (centres undefined) | 0 | 9 | / | -6 | 1.7 | -19 | -2 | -19 | 0.006
CC(C)C(=O)Nc1nnc(SCC(=O)N2c3ccccc3CC2C)s1 (centres undefined) | -2 | 8 | -3 | -2 | -0.5 | -1 | -2 | -21[20 µM] | 4.6
CC1CCN(C(=O)C2Cc3ccccc3CN2S(=O)(=O)c2ccc(F)cc2)CC1 (centres undefined) | -11 | 7 | -9 | 5 | 0.1 | 23 | -16 | -14 | -0.41
CN(C)c1ccnc(Oc2ccccc2)c1C#N | -6 | 1 | -1 | 10 | 0.4 | 41 | -8 | -8 | 0.014

# (cont.)
# Each structure is followed by: FXIa inh	FXIIa inh 1536	Rad51 HR inh	Thrombin inh	PERK inh	Calpain2 inh	KLK5 inh	Furin inhibitor	Cl transport mod
> NC(=O)[C@@H]1CCCCNc2c(F)cc([N+](=O)[O-])cc2C(=O)N[C@@H](CC(=O)O)C(=O)NCC(=O)N1
    -4	7	3	-3	0.0	-10	-11	-9	0.45
> CC(=O)N(C)c1ccc(OCC(O)COc2ccc(N(C)C(C)=O)cc2)cc1
    -1	6	0	-2	-0.7	0	4	-17[20 µM]	1.2
> C/C(=N\NC(=O)c1ccco1)c1cc2ccccc2o1
    -2	2	/	-8	0.0	24	-4	8	1.7
> CC(C)C[C@H](NC(=O)OC(C)(C)C)c1nnc(SCc2ccccc2)o1
    -4	-8	-7	-6	-1.1	34	-28	-12[20 µM]	-1.1
> C=CCOC(=O)/C(=C/c1cccnc1)NC(=O)c1ccccc1
    4	13	-8	2	0.5	-16	4	-13	-0.025
> CCC(C)NC(=O)Cn1c(=O)sc2ccccc21 (centres undefined)
    0	5	2	-3	1.4	-26	11	-27	0.61
> CC1CCC(=NNc2ccc(C(F)(F)F)cc2[N+](=O)[O-])CC1 (centres undefined)
    6	11	-9	-8	0.8	23	-5	-17	-0.2
> Oc1ccc(CN2CCCCC2)c2cccnc12
    1	9	/	-3	-1.2	6	-59	-12[20 µM]	0.61
> O=C(CSc1cccc(C(F)(F)F)c1)Nc1cc(S(=O)(=O)N2CCCC2)ccc1Cl
    -2	8	-2	-8	-1.0	30	-17	2	-0.1
> COc1ccccc1-c1c(C(F)(F)F)oc2cc(OC(=O)c3cccc([N+](=O)[O-])c3C)ccc2c1=O
    9	16	-3	2	0.6	-16	-8	-14	0.44
> COc1cc(C(=O)NC2CCCC2)c(Br)c(OC)c1OC
    -2	5	-20	-2	-1.6	7	1	-4	0.67
> COc1ccc(NC(=O)C2CCN(S(=O)(=O)c3c(C)noc3C)CC2)cc1Cl
    -20	11	-1	0	-0.6	-21	35	-26[20 µM]	/
> OC(CN1CCN(Cc2ccccc2)CC1)Cn1c2ccccc2c2ccccc21 (centres undefined)
    4	12	/	1	-0.8	-3	-5	-14	0.2
> Cc1cccc(N2CCN(C(=O)c3cc4c(=O)[nH]c5ccccc5c4n3C)CC2)c1C
    /	/	0	/	-0.5	/	/	-19[20 µM]	0.0021
> CC(=O)c1ccc(S(=O)(=O)Nc2ccc(C(=O)NCC(c3ccccc3)N(C)C)cc2)cc1 (centres undefined)
    -4	6	-2	-4	1.1	-70	-4	-16	0.13
> CCCNS(=O)(=O)c1ccc(OCC(=O)NCCC2=CCCCC2)cc1
    -3	4	1	1	-1.0	-1	-7	-1[20 µM]	0.59
> CCN(CC)S(=O)(=O)c1ccc(N2CCCC2)c(NC(=O)c2ccncc2)c1
    2	8	5	-1	0.0	-4	-4	-6	0.039
> Cc1cc(C)cc(NC(=O)c2nnn(Cc3cc(C)ccc3C)c2N)c1
    5	10	-7	-5	0.4	-25	-12	-9	1.3
> CC(Oc1ccccc1)C(=O)Nc1cccc(-c2nc3ccccc3[nH]2)c1 (centres undefined)
    -4	1	-8	-7	0.0	18	-24	-14	-1.7
> COc1cccc2c1C(=O)CC2NC(=O)C(F)(F)F (centres undefined)
    -5	6	1	3	1.5	12	-46	-10[20 µM]	/
> CCC(C)(C)C1CCC2(CC1)NC(CO)(CO)CO2 (centres undefined)
    -5	3	5	-6	-0.2	10	-3	-15[20 µM]	0.24
> CCCN1C(=O)/C(=C/c2nc3ccccc3c(=O)[nH]2)c2ccccc21
    -4	7	-7	-2	-0.2	-32	-15	-3	1.5
> CC(C)/C=C1\CC/C(=C\c2ccc(N(C)C)cc2)C1=O
    -1	8	i	-3	1.1	-13	-10	-18	-0.48
> S=c1[nH]nc(-c2ccc(Br)cc2)n1Cc1ccco1
    -2	14	-6	0	0.9	-4	-6	-15	/
> CCCCCC(=O)NNC(=S)NC(=O)c1cccc([N+](=O)[O-])c1
    8	11	-48	2	1.3	-1	-81	-22	5.2
> Cc1cccc(NC(=O)c2ccc(NCCO)c([N+](=O)[O-])c2)n1
    2	16	-21	4	0.7	-11	7	-5	-0.11
> COC(=O)C(C)N(C(=O)c1ccc(Cl)cc1)c1c(C)cccc1C (centres undefined)
    -2	8	-6	-5	-0.4	20	-10	-16[20 µM]	-0.26
> O=C1CC[C@@H](CN(Cc2ccccn2)Cc2nc(Cc3ccccc3)no2)N1
    -2	2	/	-1	0.3	4	-3	-27	0.47
> COc1ccc(C2/C(=C(/O)c3ccccc3)C(=O)C(=O)N2C)cc1 (centres undefined)
    7	2	-2	-1	0.3	4	-11	-23[20 µM]	0.97
> O=C(Nc1ccc2oc(-c3ccc(F)cc3)nc2c1)c1ccccc1F
    6	12	4	-6	-1.0	-183	-1	-31	/
> Cc1[nH]c(-c2ccco2)nc1C(=O)O
    -9	8	6	-4	1.0	0	-11	-27	/
> CCCn1c(SCC(=O)N2CCCC2)nc2c1c(=O)n(C)c(=O)n2C
    -2	9	6	3	0.1	-9	2	-27	-0.32
> CCN(CC)c1ccc(C=Nc2ccc(C#N)cc2)c(O)c1
    1	17	1	-5	0.2	-39	-10	9	-0.51
> O=C(O)C1CC(=O)N(Cc2ccccc2)C1 (centres undefined)
    -1	9	-10	-7	0.6	-15	-3	-16[20 µM]	0.088
> CCOC(=O)c1c(N2C(=O)C3C4C=CC(C4)C3C2=O)sc2c1CCC(C)C2 (centres undefined)
    -6	6	-20	-7	-0.9	3	0	-7	-0.024
> COc1ccc(C(=O)/C=C\N2CCOCC2)cc1
    4	14	1	0	-0.8	26	8	4	-0.66
> CCOC(=O)COc1ccccc1C1Nc2ccccc2C(=O)N1c1cccc(Cl)c1 (centres undefined)
    -9	0	3	-4	-0.8	-458	-55	-3[20 µM]	0.0092
> COc1ccc(NC(=O)CN(C)C(=O)c2ccc(C)s2)cc1
    3	19	7	-2	-0.1	-14	-3	-15[20 µM]	-0.43
> COC(=O)c1ccc(NC(=O)CSc2nnc(-c3ccncc3)n2N)cc1
    4	20	3	-7	0.7	-36	-20	-19	/

# Some of the compounds tested. The share of hits here may be higher or lower than overall.
